12-LOX inh – Primary qHTS assay for inhibitors of human arachidonate 12S-lipoxygenase (ALOX12): Round 2; actives 1.1% (n = 580,000); purified 12hLO, xylenol orange hydroperoxide absorbance; Polyunsaturated fatty acid lipoxygenase ALOX12 (Homo sapiens), P18054; Potency, µM (titrated, usually from 108 µM), inactives show at the top dose activity change, negative = inhibition, hits mostly inhibitors; active = well fitted inhibition curve with a large enough effect; inconclusive = small, poorly fitted or top-dose-only effect, or another doubt; inactive = no such curve, though single readings can be large or run the other way
Target sequence (P18054 whole entry, looked up): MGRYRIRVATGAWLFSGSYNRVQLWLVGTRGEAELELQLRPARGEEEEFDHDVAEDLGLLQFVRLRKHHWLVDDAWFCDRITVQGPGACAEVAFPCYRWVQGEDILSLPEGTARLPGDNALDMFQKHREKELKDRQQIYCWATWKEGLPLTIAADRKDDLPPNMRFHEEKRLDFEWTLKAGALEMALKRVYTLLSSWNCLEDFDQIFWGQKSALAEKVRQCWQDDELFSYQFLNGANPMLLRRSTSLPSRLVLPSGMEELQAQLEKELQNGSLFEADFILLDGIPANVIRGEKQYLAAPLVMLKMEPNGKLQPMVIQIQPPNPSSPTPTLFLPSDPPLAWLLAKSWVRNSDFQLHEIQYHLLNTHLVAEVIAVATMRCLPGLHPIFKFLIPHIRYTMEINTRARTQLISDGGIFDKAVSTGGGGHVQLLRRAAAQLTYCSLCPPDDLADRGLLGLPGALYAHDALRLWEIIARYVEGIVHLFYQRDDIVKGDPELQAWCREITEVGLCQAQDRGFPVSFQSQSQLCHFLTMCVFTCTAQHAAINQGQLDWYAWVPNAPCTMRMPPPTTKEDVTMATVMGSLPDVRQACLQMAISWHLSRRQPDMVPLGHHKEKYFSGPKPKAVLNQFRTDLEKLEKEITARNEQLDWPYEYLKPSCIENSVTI
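Purified human 12hLO at 150 nM in 25 mM Hepes, 0.01% Triton X-100, pH 7.0, preincubated 15 min at room temperature with compound. Reaction started with 40 uM arachidonic acid, 30 min at room temperature. Hydroperoxide measured by Fe-xylenol orange, 573/405 nm absorbance ratio.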
Starred values were filed as active, the others as inactive; ? = inconclusive; [ ] = dose if it differs, or a comment. % is scaled to controls: 0 for no effect and ±100 for the full control effect; potency is read from the fitted curve at half-maximal effect. An excerpt. The share of hits here may be higher or lower than overall.

Start of the data: the first 7 entries, to show the layout:
SMILES | 12-LOX inh
COCCS(=O)(=O)c1ccc(C(=O)N(C)C)cc1 | ?
COc1cccc(-n2cnnc2SCC(=O)NC(C)c2cccc3ccccc23)c1 (configuration not stated) | 1%
CS(=O)(=O)NN1C(=O)c2ccccc2NC1c1ccco1 (configuration not stated) | -2%
COc1cc(NC(=O)c2ccc3ccccc3n2)cc(OC)c1OC | ?
CC(C)(C)c1ccc(C(=O)Nc2ccc(F)cc2F)cc1 | 17%
CCO[C@H]1[C@H](NC(=O)c2cccnc2)c2ccccc2C12CCN(C(=O)c1cc(C)n(C)n1)CC2 | 18%
CCOc1cc2c(cc1CNC(=O)c1ccc(F)cc1Br)OC(C)C2 (configuration not stated) | -10%

Main list, from the first entry:
SMILES | 12-LOX inh
COCCS(=O)(=O)c1ccc(C(=O)N(C)C)cc1 | ?
COc1cccc(-n2cnnc2SCC(=O)NC(C)c2cccc3ccccc23)c1 (configuration not stated) | 1%
CS(=O)(=O)NN1C(=O)c2ccccc2NC1c1ccco1 (configuration not stated) | -2%
COc1cc(NC(=O)c2ccc3ccccc3n2)cc(OC)c1OC | ?
CC(C)(C)c1ccc(C(=O)Nc2ccc(F)cc2F)cc1 | 17%
CCO[C@H]1[C@H](NC(=O)c2cccnc2)c2ccccc2C12CCN(C(=O)c1cc(C)n(C)n1)CC2 | 18%
CCOc1cc2c(cc1CNC(=O)c1ccc(F)cc1Br)OC(C)C2 (configuration not stated) | -10%
Cc1nc(-c2cccc(Cl)c2)n(CC(=O)NCCCc2ccccc2)c(=O)c1CCO | 28%
C[C@H]1[C@H](c2ccccc2)Oc2ccc(Cl)cc2S(=O)(=O)N1C[C@@H]1CCCN1C(=O)OC(C)(C)C | 5%
CN(Cc1ccc(F)cc1)c1ccc2ncc(Nc3ccc4c(c3)OCO4)n2n1 | -11%[176 µM]
Cc1cc(C)n(-c2nc3ccccc3nc2N2CCNCC2)n1 | 5%
CC(C)Cn1c(SCc2noc(-c3ccccc3Cl)n2)nnc1N1CCOCC1 | 6%
OC1(c2nc(Nc3ccc(Oc4ccccc4)cc3)n[nH]2)CCOCC1 | 2%[176 µM]
O=C([C@H]1CCC[C@H](O)C1)N(CCc1ccc(Cl)cc1)Cc1cccnc1 | 40%[activator]
CC(C)[C@@H](NC(=O)OC(C)(C)C)c1cc(C(=O)c2c(-c3ccccc3)[nH]c3ccccc23)c(N)s1 | ?

The listing continues:
SMILES | 12-LOX inh
COCC1CN(S(=O)(=O)c2ccc3c(c2)OCCO3)CC12CCNCC2 (configuration not stated) | 42%[activator]
O=C(CCc1ccsc1)N1CCC2(CC1)OCCCC2O (configuration not stated) | 3%
NC(=O)COc1ccc(C(=O)N[C@@H]2CNCCC[C@H]2O)cc1 | 77%[activator][176 µM]
Cc1ccc(C(=O)N2CCn3c(nn(-c4ccc(C)cc4)c3=O)C2)cc1 | 1%
COc1ccc(-c2cnc3n[nH]c(-c4ccccc4)c3n2)cc1 | -4%[176 µM]
Cc1ccc2ccc(C(Nc3ccccc3)c3ccc(F)cc3)c(O)c2n1 (configuration not stated) | ?
COc1ccc(S(=O)(=O)N2CCN(Cc3nc4cc(C(=O)N5CCCCC5)ccc4o3)CC2)cc1 | -1%
Cc1ccc2c(c1)C1CC(c3ccccc3Cl)=NN1C1(CCN(C)CC1)O2 (configuration not stated) | -2%
Cc1noc(C)c1[S+](=O)([O-])N1CCn2ncc(C(=O)NCc3ccc(Cl)nc3)c2C1 | 4%[6.33 µM]
CCc1[nH]nc(C(=O)N(Cc2cccnc2)CC2CCN(C3CCCC3)CC2)c1C | 40%[activator]
Cc1ccc(S(=O)(=O)Nc2nc3ccccc3nc2N2CCCCC2)cc1 | ?
COc1ccc2oc(-c3ccc(NC(=O)c4ccccc4C)cc3)nc2c1 | 5%
O=C(O)CSc1cc(F)ccc1F | -20%
CN(Cc1ccccc1)C(=O)C1(C)COCc2cnc(Nc3ccccc3)nc21 (configuration not stated) | 5%[176 µM]
NNC(=O)C(O)c1ccccc1 (configuration not stated) | 29%

Additional compounds:
SMILES | 12-LOX inh
O=C1NCC2(CCCN(C(=O)CCc3ccc(=O)[nH]n3)C2)O1 (configuration not stated) | ?
COc1cccc(NC(=O)c2ccc3c(c2)N(C)C2CCCN2C3=O)c1 (configuration not stated) | -10%
O=C(NCc1ccccc1)c1nc(-c2c(F)cccc2F)oc1-c1ccccc1 | -5%
CO[C@H]1CN(C)C(=O)c2cc(NC(=O)c3ccccc3)ccc2OC[C@H](C)NC[C@@H]1C | ?
CCc1ccc(CCC(=O)NC)cc1 | 8%
COc1ccc2c(C)c(CCC(=O)Nc3cc(C)cc(C)c3)c(=O)oc2c1 | -33%
CN(Cc1cccn1C)C1CCCc2ccccc21 (configuration not stated) | 8%[176 µM]
Cc1ccc(NC(=O)C(C)Sc2ccc(C(F)(F)F)cn2)cc1 (configuration not stated) | -24%
COc1ccc(CN2CC[C@@H]3[C@H]2C(=O)NC[C@H](CCC(=O)NCc2ccc(F)cc2)N3C)cc1 | 10%
CCOc1ccc(Cl)cc1CN(C)CC1(O)CCCNC1 (configuration not stated) | 37%[activator]
CC(C)(C)CC(=O)NC1CCN(c2cnn(CC3CC3)c(=O)c2)CC1 | 34%[activator]
CC(=O)Nc1ccc(SC2CCCCCC2=O)cc1 (configuration not stated) | ?
Cc1ccc(-c2nc(C#N)c(NCC(C)C)o2)cc1 | -32%
Cc1cc2cc(NS(=O)(=O)c3cc(F)cc(F)c3)ccc2[nH]1 | ?
N#Cc1ccc(CSc2ccc3c(c2)OCCCO3)cc1 | -19%

Going on with the list:
SMILES | 12-LOX inh
CCS(=O)(=O)N(C1CC1)C1CCOC2(CCN(C(=O)c3ccc(F)cc3)CC2)C1 (configuration not stated) | 45%[activator]
COc1ccc(C(Nc2ncc(C(F)(F)F)cc2Cl)c2nccn2C)cc1 (configuration not stated) | -45%
COc1cc(CN2C[C@@H](CO)[C@H](NC(C)=O)C2)cc(OC)c1 | 32%[activator]
COc1ccc(NC(=O)Cn2c(N3CCC(C)CC3)nc(C)cc2=O)cc1 | -4%
Cc1cc(C)c2nc(-c3cccc(Cl)c3)c(C)c(C(=O)NC3CCCCC3)c2c1 | 17%
O=C(COc1ccc(F)cc1)NC1CCc2n[nH]c(=O)n2CC1 (configuration not stated) | 1%
COc1ccc(NC(=O)c2cc(Br)c(O)c(OC)c2)cc1NC(C)=O | ?
CN(C)C(=O)CN1CCN(c2ccnc3c(F)ccc(F)c23)CC1 | 16%
C[S+](=O)([O-])c1ccc(-c2nc(C(=O)NCc3ccc(F)cc3)n3ccncc23)cc1 | -9%[6.33 µM]
CN(c1ccc2sc(C(=O)NC(C)(C)C)cc2c1)S(=O)(=O)c1ccc(Cl)cc1 | -58%
CCc1ccc2c(CN(C)CCOc3cccc(C)c3)cc(=O)oc2c1 | ?
CCc1ccc2[nH]c(C)c(CC(=O)NC(C)c3ccccc3)c2c1 (configuration not stated) | -9%
COc1ccc(S(=O)(=O)N2C[C@@H]3C[C@H](C2)c2c(NC(=O)c4ccco4)ccc(=O)n2C3)cc1 | 29%
Cn1c(=O)c2c(ncn2CC(=O)Nc2ccccc2C(=O)NC2CCCCC2)n(C)c1=O | -9%
Cc1ccc(C2c3cc(OCc4nc(C(=O)NC(C)C)co4)ccc3CCN2C(=O)C2CC2)cc1 (configuration not stated) | -4%

The listing continues:
SMILES | 12-LOX inh
Cc1ccc(CNc2nc(CN3CCN(C=O)CC3)nc3ccccc23)o1 | ?
CN(CCOc1ccc(Cl)cc1)Cc1nc2ccccc2c(=O)[nH]1 | 1%
CN(C)c1cccc(Nc2cc3[nH]c(-c4cccc(F)c4)cc3cn2)c1 | ?
CCC(c1cccs1)N1C(=O)[C@H]2CN(S(=O)(=O)c3c(C)noc3C)C[C@H]2C1=O (some centres not stated) | 12%
CC(=O)NCCNc1ncnc2ccc(-c3ccccc3C(F)(F)F)cc12 | ?
O=S(=O)(N[C@H]1[C@H](O)[C@H](O)C[C@@H]1c1cncnc1)c1ccc(C(F)(F)F)cc1 | -7%[176 µM]
NC(=O)COC(=O)c1cc(-c2cccs2)nc2ccccc12 | ?
Cc1ccc2nc(C(=O)N[C@H](c3cnn(C)c3)C3CC(O)C3)cn2c1 (some centres not stated) | 74%[activator]
O=C1CC2(CCN(Cc3ccc(F)cc3)CC2)Oc2ccccc2N1c1ccccc1 | -2%
COC(=O)c1ccc2nc(-c3ccccc3)c(Cc3ccc(OC)cc3C)n2c1 | ?
CN(C)c1ncnc2ccc(-c3ccccc3C#N)cc12 | -8%
Cc1nn(-c2cccc(Br)c2)c(C)c1[C@@H]1C=C[C@@H](NS(C)(=O)=O)C1 | 11µM*
O=C1NCc2ccccc2CC12CCN(Cc1ccc([N+](=O)[O-])cc1)C2 (configuration not stated) | 50µM*
CC1(C)Cc2c(sc3c2c(=O)n(CCCO)c(=O)n3CCc2ccccc2)CO1 | 53%[activator]
CCC(C)NC(=O)C1COC2(CCN(C(=O)CC(C)(C)C)CC2)N1C(=O)c1ccc(OC)cc1 (configuration not stated) | 42%

Exported with values ahead of the structure: 4 of the compounds above.
12-LOX inh,SMILES
?,COC(=O)c1ccc2nc(-c3ccccc3)c(Cc3ccc(OC)cc3C)n2c1
-8%,CN(C)c1ncnc2ccc(-c3ccccc3C#N)cc12
11µM*,Cc1nn(-c2cccc(Br)c2)c(C)c1[C@@H]1C=C[C@@H](NS(C)(=O)=O)C1
50µM*,O=C1NCc2ccccc2CC12CCN(Cc1ccc([N+](=O)[O-])cc1)C2 (configuration not stated)

Later entries.
SMILES | 12-LOX inh
CC(C)CNC(=O)CSc1nnc(-c2nn(Cc3ccccc3)c(=O)c3ccccc23)o1 | ?
CC(O)c1cc2n(n1)CCN(C(=O)c1cc(=O)n(C)c(=O)n1C)C2 (configuration not stated) | 10%
Cc1ccc(C(=O)NC(c2ccc3c(c2)OCCCO3)C(C)C)cn1 (configuration not stated) | -5%
CCN(CC)S(=O)(=O)c1ccc(Cl)c(NC(=O)CSc2nnc(C3CC3)n2C2CC2)c1 | ?
CCOc1ccc(NC(=O)/C=C/c2cccc3ccccc23)cc1 | 10%
CC(C)=CCC1(C(=O)O)CCCN(C(=O)C2(Cn3cccn3)CC2)C1 (configuration not stated) | 59%[activator]
CCNC(=O)NCC1CCN(Cc2cc(Cl)cc(Cl)c2)C1 (configuration not stated) | 37%[activator]
CN(C)CCCC(=O)N1CCC2(CC1)CC(N[S+](C)(=O)[O-])c1ccccc12 (configuration not stated) | 0%[6.33 µM]
O=C(N[C@@H]1CN(C(=O)Nc2ccccc2)CCC[C@H]1O)c1ccc(OCCN2CCCC2)cc1 | -16%
O=C(NCC12CCC=C1N(CC1CC1)C(=O)CC2)C1CCOCC1 (configuration not stated) | -3%
CC(=O)N1CCC(Cc2ccc(C(=O)NCCCn3cccn3)cc2)CC1 | 29%
Cc1cc(O)cc(=O)n1-c1ccc(Cl)c(C(F)(F)F)c1 | -8%
CN1CCN(CCC2(Cc3ccccc3)CCOC(C)(C)C2)CC1 (configuration not stated) | -54%
Cc1c(C(=O)NCCc2cccnc2)cnn1-c1ncc2c(n1)-c1ccccc1CC2 | 0%
COc1ccc(-c2cc(-c3cccc(NC(C)=O)c3)cn3cncc23)cc1 | ?

Following part:
| mol | 12-LOX inh |
| --- | --- |
| C[C@H]1[C@@H](NS(=O)(=O)c2ccc(Br)cc2)CC[C@@]23CCCN2C(=O)CCC[C@@H]13 | ? |
| O=C(O)CCCCCNC(=O)Cn1ccc2c(Cl)cccc21 | 72%[activator] |
| O=C(CCc1nnn2c1CN(C(=O)Nc1ccc3c(c1)OCCO3)CC2)N1CCCC1 | 46%[activator] |
| Cn1nccc1CN1CCC2(CC1)COc1ccccc1NC2=O | 5%[176 µM] |
| CC(OC(=O)CCCc1c[nH]c2ccccc12)C(=O)NC(N)=O (configuration not stated) | 0% |
| Cc1nnn2c(C(=O)Nc3ccc(Cl)cc3Cl)cccc12 | 45%[176 µM] |
| O=C(NCCc1ccco1)C1CC(=O)N(c2n[nH]c3cccc(F)c23)C1 (configuration not stated) | 50%[activator] |
| C[C@H](c1ccccc1)N1C[C@H](COCc2ccccc2)Oc2cc(N3CC[C@@H](O)C3)ccc2S1(=O)=O | -2% |
| COc1ccc(CC(=O)N2C[C@@H](C(=O)O)[C@H](c3ccccc3)C2)c(OC)c1 | 38%[activator] |
| CN(C(=O)CSc1nc2ccsc2c(=O)n1CCc1cccs1)c1ccccc1 | ? |

The results go on.
| mol | 12-LOX inh |
| --- | --- |
| O=C([C@@H]1C[C@H](Oc2cccnc2)CN1C(=O)CN1CCCCCC1)N1CCCC1 | 26% |
| CCc1cc(=O)n(CC(=O)Nc2ccccc2OC)c(N2CCOCC2)n1 | 39%[activator] |
| COc1cccc(-c2cn3c(n2)NCCC3)c1 | 37%[activator] |
| Cc1cnc(C(=O)NC2C[C@H]3CC[C@@H](C2)N3C(=O)c2cccs2)cn1 (some centres not stated) | 0% |
| C=C(C)CN1CCC(NC(=O)c2ccc(C)s2)CC1 | -25% |
| CCOc1cccc(CNC(=O)c2c(OC)cc(=O)n3c2CCCC3)c1 | 32% |
| Cc1c(Cl)cccc1-n1c2c(c(=O)[nH]c1=O)CN(CCc1ccccc1)CN2 | -6% |
| CCc1ccc2c(c1)-c1ccccc1S(=O)(=O)N2CC(=O)NCc1ccncc1 | 4% |
| CCOc1ccc(NC(=O)Cn2c(N3CCOCC3)nc(COC)cc2=O)cc1 | 12% |
| CC(C)C(NC(=O)Cc1ccccc1)C(=O)N1CCCC1 (configuration not stated) | 20% |

Carrying on:
| mol | 12-LOX inh |
| --- | --- |
| CCN(CC)c1cc(CCC(=O)Nc2ccc(OC)c(OC)c2)ccn1 | 41%[activator] |
| CCCn1c(C)cnc1CC1CCCN(S(=O)(=O)CCC)C1 (configuration not stated) | 7% |
| O=C(/C=C/c1ccc(-c2cccc(Cl)c2Cl)o1)c1ccccc1 | ? |
| O=C(c1nccc2ccccc12)N1CCC(Cc2nc(C3CC3)n[nH]2)C1 (configuration not stated) | -12% |

Screens: PubChem, National Center for Advancing Translational Sciences (NCATS)
